Screening data (PubChem BioAssay)
PAFAH1B3 inh: PAFAH1B3 (human) inhibition; Q15102; recombinant PAFAH1B3, FP-rhodamine probe, fluorescence polarization; inhibition, % at 3.39 µM; actives 0.28% (n = 340,000); AID 492972;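 active = inhibition above the screen-wide average of all tested compounds plus 3 SD, cut at about 25% in these data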;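 also: 0% = enzyme with DMSO only and 100% = wells lacking PAFAH1B3 protein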
Target sequence (Q15102 whole entry, looked up): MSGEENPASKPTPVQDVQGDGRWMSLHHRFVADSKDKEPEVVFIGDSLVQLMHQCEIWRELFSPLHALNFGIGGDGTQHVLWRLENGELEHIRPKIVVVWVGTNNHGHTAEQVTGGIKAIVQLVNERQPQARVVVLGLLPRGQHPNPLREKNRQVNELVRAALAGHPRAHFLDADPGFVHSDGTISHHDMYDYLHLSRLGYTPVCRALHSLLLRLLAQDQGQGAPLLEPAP
pPAFAH inh: pPAFAH (human) enzyme inhibition. inhibition, % at 3.39 µM. AID 463082. recombinant pPAFAH, FP-rhodamine probe fluorescence polarization. actives 1.5% (n = 330,000);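 active = inhibition above the mean inhibition across the screen plus 3 SD, cut at about 25% in these data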;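 also: inhibitors block binding of the rhodamine activity-based probe so polarization drops; 0% = enzyme with DMSO and 100% = wells lacking pPAFAH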
Target sequence (Q13093 whole entry, looked up): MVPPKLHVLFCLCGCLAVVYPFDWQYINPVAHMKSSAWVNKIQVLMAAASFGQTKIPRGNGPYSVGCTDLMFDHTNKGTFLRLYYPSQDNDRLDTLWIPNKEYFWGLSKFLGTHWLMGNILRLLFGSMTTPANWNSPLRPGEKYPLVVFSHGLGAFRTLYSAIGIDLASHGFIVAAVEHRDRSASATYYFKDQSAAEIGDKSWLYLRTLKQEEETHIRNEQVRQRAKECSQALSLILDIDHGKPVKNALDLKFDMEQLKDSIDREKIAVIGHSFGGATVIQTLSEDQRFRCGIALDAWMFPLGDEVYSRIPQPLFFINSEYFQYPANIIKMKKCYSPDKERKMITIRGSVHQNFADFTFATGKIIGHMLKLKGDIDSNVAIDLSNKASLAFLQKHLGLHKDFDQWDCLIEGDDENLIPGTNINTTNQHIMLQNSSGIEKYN
PAD4 inh: blocks human protein arginine deiminase 4; Q9UM07; recombinant PAD4, RCA probe fluorescence polarization; inhibition, % at 6.36 µM; actives 0.41% (n = 330,000);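 active = percent inhibition above a cutoff equal to the mean of all tested compounds plus 3 SD, cut at about 15% in these data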;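 also: 0% = PAD4 with RCA probe and DMSO and 100% = probe without PAD4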
GSTO1 inh: counter-screen for RBBP9 inhibitors: inhibitors of human GSTO1; inhibition, % at 5.96 µM; P78417; recombinant GSTO1, activity-based probe fluorescence polarization; actives 1.1% (n = 300,000); AID 1974;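 active = inhibition above the campaign mean inhibition plus 3 SD, cut at about 35% in these data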;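 also: 0% = GSTO1-1 with DMSO and 100% = wells lacking GSTO1-1 enzyme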
PME-1 inh: PME-1 (human) inhibition; Q9Y570; AID 2130; recombinant PME-1, FP-Rh probe fluorescence polarization; inhibition, % at 5.9 µM; actives 0.53% (n = 320,000);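 active = inhibition above the campaign mean of all compounds plus 3 SD, cut at about 26% in these data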;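 also: competitive labeling of PME-1 active site by serine hydrolase directed probe; 0% = PME-1 with DMSO and 100% = wells lacking PME-1 enzyme; inhibitors block probe labeling so polarization falls and inhibition rises; many of its hits are not listed in these tables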
PAFAH2 inh: PAFAH2 (human) inhibition. Q99487. recombinant PAFAH2, FP-rhodamine activity probe, fluorescence polarization. inhibition, % at 3.39 µM. actives 0.99% (n = 340,000). AID 492956;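 active = inhibition above the mean over all tested compounds plus 3 SD, cut at about 30% in these data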;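 also: inhibitors block probe labeling of enzyme so polarization drops; 0% = enzyme with DMSO and 100% = wells lacking PAFAH2 protein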
LYPLA1 counter: counter-screen for PME1 inhibitors: inhibitors of human LYPLA1. recombinant LYPLA1, FP-Rh probe fluorescence polarization. inhibition, % at 5.9 µM. actives 0.16% (n = 320,000);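 active = inhibition above the mean of all tested compounds plus 3 SD, set per campaign, cut at about 14% in these data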;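 also: inhibitors block serine hydrolase probe labeling of LYPLA1 so polarization falls; 0% = enzyme with DMSO and 100% = wells lacking LYPLA1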
PAFAH1B2 inh: PAFAH1B2 (human) inhibition. P68402. recombinant PAFAH1B2, FP-rhodamine activity probe, fluorescence polarization. inhibition, % at 3.39 µM. actives 1.2% (n = 340,000). AID 492953;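 active = inhibition above the mean of all tested compounds plus 3 SD, cut at about 24% in these data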;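 also: 0% = enzyme with DMSO and 100% = wells lacking PAFAH1B2; many of its hits are not listed in these tables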
LYPLA2 inh: LYPLA2 (human) inhibition in PME1 counter-screen; O95372; recombinant LYPLA2, FP-Rh probe fluorescence polarization; inhibition, % at 5.9 µM; actives 0.38% (n = 320,000);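 active = inhibition above the screen-wide mean plus 3 SD, limit set per campaign, cut at about 26% in these data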;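 also: 0% = LYPLA2 with DMSO and 100% = wells lacking LYPLA2 enzyme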
Target sequence (O95372 whole entry, looked up): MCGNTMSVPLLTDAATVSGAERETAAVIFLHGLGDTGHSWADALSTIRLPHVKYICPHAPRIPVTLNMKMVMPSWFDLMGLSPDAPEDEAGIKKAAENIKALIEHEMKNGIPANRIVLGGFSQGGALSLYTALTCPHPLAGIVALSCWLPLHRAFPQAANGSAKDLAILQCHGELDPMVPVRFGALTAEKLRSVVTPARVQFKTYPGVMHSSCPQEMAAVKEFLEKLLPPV
An asterisk follows results filed as active; . = not tested or not shown; & = joins results of further samples.

SMILES	PAFAH1B3 inh	pPAFAH inh	PAD4 inh	GSTO1 inh	PME-1 inh	PAFAH2 inh	LYPLA1 counter	PAFAH1B2 inh	LYPLA2 inh
O=C(COC(=O)CNC(=O)c1ccc(Cl)cc1)Nc1ccc(Cl)cn1	9	0	5	.	.	-2	.	4	.
O=C(c1ccc(-c2ccc([N+](=O)[O-])cc2Cl)o1)N1CCOCC1	5	4	0	1	1	-1	-1	1	-1
Cc1ccc(C(=O)N/C(=C/c2cccc([N+](=O)[O-])c2)C(=O)NC(C)C)cc1	8	3	0	3	3	-9	-1	3	8
COc1ccc(Cl)cc1NC(=O)COc1ccc2c(c1)OCO2	-2	-2	-1	.	-4	-1	-7	-1	-6
O=[N+]([O-])c1cccc(CNc2ccc3c(c2)CCC3)c1	11	-2	0	-1	2	0	1	4	3
CCCN1C2=C(C(=O)CCC2)C(c2ccc(O)c(Br)c2)C2=C1CCCC2=O	11	-1	1	8	-2	-1	0	4	-4
Cc1cccc(C2(c3cccc(C)c3)CC2C(=O)NCC2CCCO2)c1 (configuration not stated)	7	1	-2	-2	3	5	1	3	-3
CCN(CC)Cc1c(O)ccc2c(C)c(CC(=O)OC)c(=O)oc12	12	-4	1	-5	0	2	2	2	5
O=C(COc1ccc2ccccc2c1Br)NNC(=O)Nc1ccccc1	-10	-1	-5	1	-10	-12	-7	-3	-12
COc1ccc(CC(=O)Nc2ccc(S(=O)(=O)Nc3cc(C)on3)cc2)cc1OC	-1	5	-9	0	-1	1	-1	1	-1
CC(C)(C)OC(=O)NCCCCCc1nnc(SCc2ccccc2F)o1	5	5	8	1	7	7	4	6	7
CCN(C(=O)CSc1nc(N)cc(=O)[nH]1)C1CCS(=O)(=O)C1 (configuration not stated)	1	-2	-1	.	3	1	4	10	3
COc1ccc(Nc2nc(-c3cccnc3)nc3ccccc23)cn1	9	2	0	1	1	13	3	10	5
COc1ccc(N2CC(C(=O)OCC(=O)Nc3cccc(C)c3C)CC2=O)cc1 (configuration not stated)	-4	11	-1	-1	5	-2	6	3	0
CCC(C)c1ccc(O)c(N)c1 (configuration not stated)	1	15	-1	16	6	0	3	3	2
CCN(CC(=O)Nc1c(F)cccc1F)C(=O)CC1CCCC1	3	0	2	5	-1	7	0	4	-2
CC(Oc1ccccc1)C(=O)Nc1ccc(C(N)=O)cc1 (configuration not stated)	3	-3	-1	1	-7	1	-2	0	3
COc1ccc(C(=O)OCC(=O)NC(=O)NC2CCCC2)c(OC)c1	5	3	0	0	0	25	1	1	-6
COC(=O)c1ccc(-n2cncn2)c([N+](=O)[O-])c1	2	5	-2	0	0	2	1	3	-2
Cc1cccc(C(=O)NCCCNC(=O)c2ccco2)c1	1	-3	0	2	-1	-3	0	0	0

The last 2 compounds of the section above lead into the next:
SMILES	PAFAH1B3 inh	pPAFAH inh	PAD4 inh	GSTO1 inh	PME-1 inh	PAFAH2 inh	LYPLA1 counter	PAFAH1B2 inh	LYPLA2 inh
COC(=O)c1ccc(-n2cncn2)c([N+](=O)[O-])c1	2	5	-2	0	0	2	1	3	-2
Cc1cccc(C(=O)NCCCNC(=O)c2ccco2)c1	1	-3	0	2	-1	-3	0	0	0
CCOC(=O)c1c(N)sc2c1CCCC2	2	6	-2	1	-2	3	3	2	11
CCOc1ccccc1N(CC(=O)NC(C)(C)C)C(=O)Cn1nnc(-c2ccc(C)o2)n1	5	3	0	14	-5	-12	-5	5	-5
Cc1ccc(C(=O)n2nc(-c3ccccc3)nc2NCc2ccco2)cc1	5	74*	-2	3	0	7	-9	3	-13
CN(Cc1cccc(-n2cccn2)c1)C(=O)CCc1nnc(C2CCCCC2)o1	6	5	2	6	-3	6	-3	4	4
Cc1cc(C(=O)CSc2nnc(-c3ccc(OC(F)F)cc3)o2)c(C)n1Cc1cccs1	-10	11	-1	3	-3	-5	-6	-2	-1
Cc1ccccc1OCC(=O)NCC(=O)N/N=C/c1ccc(Br)o1	0	3	-3	-2	-5	-3	-3	-6	-2
CSc1nc(C)c(Cc2c(F)cccc2Cl)c(=O)[nH]1	12	-6	-2	-15	-2	0	0	2	4
O=C(c1cnn2c(C(F)F)cc(-c3ccccc3)nc12)N1CCN(Cc2ccc3c(c2)OCO3)CC1	5	6	-1	0	0	-3	-2	4	0
O=C(CCc1c[nH]c2ccccc12)OCc1cccc([N+](=O)[O-])c1	6	4	-1	-1	9	3	-6	10	-6
CC(C)(C)C1=CC=C(C(C)(C)C)C(=O)C1=O	.	-7	1	-1	1	.	-1	.	8
O=S(=O)(c1ccc(F)c(F)c1)N1CCC2(CC1)OCCO2	6	3	-5	5	5	4	-1	1	0
Nc1nnc(SCC(=O)NNC(=O)c2ccc(F)cc2)s1	0	2	-2	.	5	5	-7	1	7
CCOC(=O)c1ccc(-n2c(CCC(=O)O)ccc2-c2ccc(F)cc2)cc1	9	4	0	-1	-1	6	2	3	7
Cc1nc(SCCOc2ccc(F)cc2)c2ccccc2n1	-1	-2	5	9	-4	-1	-3	2	0
O=C(CSc1nnc(-c2cccs2)n1Cc1ccccc1)NCc1ccc2c(c1)OCO2	-5	-2	-3	7	4	1	1	5	4
COc1ccc(N2C(=O)NC3CC2(C)Oc2ccc(Cl)cc23)cc1OC (configuration not stated)	9	6	0	3	4	6	-3	0	-4
Cc1ccc2cc(CCNC(=O)CC(C)(C)C)c(=O)[nH]c2c1C	3	-2	4	-2	-1	0	-4	9	-7
Nc1ccc(NC(=O)NC2CCCCC2)cc1[N+](=O)[O-]	6	4	9	-7	4	-3	1	5	0
O=C(Nc1cccc2ccccc12)c1ccccc1	17	1	-1	6	0	-10	-1	0	3
O=C(O)c1ccc2c(c1)[C@@H]1C=CC[C@@H]1[C@H](c1ccccn1)N2	61*	64*	0	51*	-34	49*	-7	33*	10
CC12CCC(C(=O)N(c3ccccn3)c3ccccn3)(OC1=O)C2(C)C (configuration not stated)	4	1	-3	10	-9	3	0	2	-3
O=C(COc1ccc(Cl)cc1)N(Cc1ccccc1)c1nc(-c2ccccc2)cs1	4	7	-4	15	1	1	7	8	4
COc1ccc2nc3oc(C(=O)NCc4cccs4)cc3cc2c1	-3	3	2	-9	2	0	-1	4	-1
O=C(CS(=O)(=O)c1cn(Cc2ccccc2Cl)c2ccccc12)N1CCOCC1	2	-2	-4	7	6	0	0	6	2
CC(=O)OCc1c(F)c(F)c(-n2nc(C)cc2C)c(F)c1F	0	-4	-1	8	3	-1	0	-1	-3
Cc1cn([C@H]2C=C[C@@H](CO)O2)c(=O)[nH]c1=O	4&8	0&-3	0&-2	1	-1&-6	-1&6	3&1	-4&0	-3&-3
S=C(Nc1ccc2c(c1)OCCO2)Nc1ccc2c(c1)OCO2	8	6	-4	1	8	4	1	2	1
Cc1cccc(NC(=O)CSc2nnc(C)c(C)n2)c1	2	0	-7	0	-4	-2	-1	7	-2
O=C(COc1ccccc1[N+](=O)[O-])N(Cc1ccccc1)c1ccccn1	3	4	-1	3	-2	-4	2	2	2
CC(C)CN(CC(C)C)S(=O)(=O)c1cc([N+](=O)[O-])ccc1N1CCCCCC1	14	7	-2	1	3	1	4	3	5
CSc1nc(C(=O)N2CCCC(Nc3ccc(C)c(C)c3)C2)cs1 (configuration not stated)	16	-1	1	-3	6	-7	2	1	4
COc1ccc(S(=O)(=O)Cc2ccc(C(=O)NCCc3cc(OC)ccc3OC)o2)cc1	3	2	-4	4	3	6	-2	4	6
COc1ccccc1CNc1ccc([N+](=O)[O-])cc1C	.	6	3	0	-5	.	0	.	2
CSCCC(NC(=O)c1ccccc1)C(=O)NCCCn1nc(C)cc1C (configuration not stated)	7	-1	6	.	-2	-5	3	9	6
CC1=C(C(=O)OC2CCCCCC2)C(c2ccc(C)o2)C2=C(CCCC2=O)N1 (configuration not stated)	9	6	1	-6	16	13	0	2	5
O=C(Nc1ccc(N2CCCC2)c(Cl)c1)c1cccs1	1	4	0	6	-2	7	-4	0	1
CCOC(=O)c1c(NC(=O)CSc2nnnn2-c2ccccc2OCC)sc2c1CC(C)(C)NC2(C)C	0	2	1	-3	0	-3	2	0	0
CC(CN1C(C)CCCC1C)OC(=O)c1cccc(Br)c1 (configuration not stated)	9	-1	-1	3	0	-7	-1	0	11
CC1CCN(C(=S)Nc2cccc(S(=O)(=O)N(C)C)c2)CC1	-3	0	2	3	0	-2	-3	1	-4
COc1ccc(S(=O)(=O)N(CC(=O)NCCC(C)C)c2ccccc2)cc1OC	6	5	-3	-9	-1	-3	1	-2	2
COc1ccc(N2CCN(S(=O)(=O)CCNC(=O)COc3ccccc3OC)CC2)cc1	3	8	-2	-1	-3	-1	-4	0	-2
COc1nc(N(C)C)nc(N(C#N)S(=O)(=O)c2ccc(C)cc2)n1	14	5	5	2	-2	-1	1	2	2
CC(C)c1ccccc1NC1=CC(=O)CC(C)(C)C1	4	-5	3	0	-3	-5	1	4	3
COCCCn1c(SCC(=O)NCc2ccco2)nc2sc3c(c2c1=O)CCC3	5	6	1	4	3	-1	5	4	5
Cc1cccc(NC(=O)CSc2ncnc3c2oc2ccccc23)c1	-6	-7	0	-3	-6	-6	-2	1	-1
C=CCOc1cccc(C2/C(=C(\O)c3ccc(F)cc3)C(=O)C(=O)N2CCN(C)C)c1 (configuration not stated)	2	3	5	2	2	4	-2	4	-7
O=C(NCCSCc1ccccc1)c1ccc(C2SCC(=O)N2Cc2ccccc2)cc1 (configuration not stated)	6	6	-4	3	-10	1	-6	-1	-8
CC(=O)c1ccc(N/N=C2/CCCNC2=O)cc1	.	0	-2	10	4	.	0	.	2
O=C(Oc1ccc(C(=S)N2CCOCC2)cc1)c1ccc([N+](=O)[O-])cc1	17	4	-1	0	-6	-2	0	7	7
CC(=O)c1cccc(NC(=S)NCc2ccccc2)c1	9	1	0	4	-1	-7	4	8	1
Cc1cc(C(F)(F)F)n2ncc(C(=O)O)c2n1	1	5	-9	3	-3	-9	-3	2	-7
COc1ccc(N2CC(C(=O)Nc3nnc(SCC(=O)N4CCOCC4)s3)CC2=O)cc1 (configuration not stated)	-2	6	2	8	3	3	0	0	3
Cc1ccccc1Cn1nc(C)c(NC(=O)c2sc3ccccc3c2Cl)c1C	2	-3	0	-4	2	9	-4	0	-1
CC1=C(C(=O)OC(C)C)C(c2ccc(Br)s2)NC(=O)N1C (configuration not stated)	-3	6	0	-10	1	-6	2	4	9
N#C/C(=C/c1ccc(N2CCOCC2)o1)c1ccc(Cl)cc1	3	14	-10	2	0	6	5	20	6
COc1cc2c(cc1OC)CN(c1nc(-c3cccnc3)nc3ccccc13)CC2	4	1	-4	-8	-4	-1	-6	-1	-10
CCOc1ccc(C(=O)C(C)OC(=O)Cn2cnc3c2c(=O)n(C)c(=O)n3C)cc1 (configuration not stated)	5	4	1	2	-5	-3	1	3	3
CC(=O)Cc1nsc(NC(=O)c2ccc(COc3ccccc3Cl)o2)n1	1	-4	-4	-22	-3	0	-6	6	-7

An excerpt from above, reduced to PME-1 inh, PAD4 inh and GSTO1 inh:
canonical_smiles | PME-1 inh | PAD4 inh | GSTO1 inh
COc1ccc(N2CC(C(=O)OCC(=O)Nc3cccc(C)c3C)CC2=O)cc1 (configuration not stated) | 5 | -1 | -1
CC1CCN(C(=S)Nc2cccc(S(=O)(=O)N(C)C)c2)CC1 | 0 | 2 | 3
CCOC(=O)c1ccc(-n2c(CCC(=O)O)ccc2-c2ccc(F)cc2)cc1 | -1 | 0 | -1

A portion of the library. The share of hits here may be higher or lower than overall.
